# Compound activity deposited in PubChem by National Center for Advancing Translational Sciences (NCATS).
# POLB inh: blocks human DNA polymerase beta activity. Potency, µM (series often up to 114 µM), for the others: at the highest dose activity change, negative = inhibition, hits mostly inhibitors. Pol beta primer extension/strand displacement, fluorescence kinetic. 340,000 tested, 1.3% active; also: potency is read from the fitted curve at half-maximal effect; % is scaled to controls: 0 for no effect and ±100 for the full control effect
#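 Pol beta (10 nM) was preincubated with compound for 15 min at room temperature. The reaction was then started with 50 nM substrate and read immediately and after a further 10 min at room temperature.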
# Pol iota inh: blocks human DNA polymerase iota activity; Q9UNA4; Pol iota fluorescent replication assay, 10 min; Potency, µM (series often up to 115 µM), for inactives: top-dose activity, negative = inhibition, actives largely listed as inhibitors; 390,000 tested, 1% active; also: potency is read from the fitted curve at half-maximal effect
# Target sequence (Q9UNA4 whole entry, looked up): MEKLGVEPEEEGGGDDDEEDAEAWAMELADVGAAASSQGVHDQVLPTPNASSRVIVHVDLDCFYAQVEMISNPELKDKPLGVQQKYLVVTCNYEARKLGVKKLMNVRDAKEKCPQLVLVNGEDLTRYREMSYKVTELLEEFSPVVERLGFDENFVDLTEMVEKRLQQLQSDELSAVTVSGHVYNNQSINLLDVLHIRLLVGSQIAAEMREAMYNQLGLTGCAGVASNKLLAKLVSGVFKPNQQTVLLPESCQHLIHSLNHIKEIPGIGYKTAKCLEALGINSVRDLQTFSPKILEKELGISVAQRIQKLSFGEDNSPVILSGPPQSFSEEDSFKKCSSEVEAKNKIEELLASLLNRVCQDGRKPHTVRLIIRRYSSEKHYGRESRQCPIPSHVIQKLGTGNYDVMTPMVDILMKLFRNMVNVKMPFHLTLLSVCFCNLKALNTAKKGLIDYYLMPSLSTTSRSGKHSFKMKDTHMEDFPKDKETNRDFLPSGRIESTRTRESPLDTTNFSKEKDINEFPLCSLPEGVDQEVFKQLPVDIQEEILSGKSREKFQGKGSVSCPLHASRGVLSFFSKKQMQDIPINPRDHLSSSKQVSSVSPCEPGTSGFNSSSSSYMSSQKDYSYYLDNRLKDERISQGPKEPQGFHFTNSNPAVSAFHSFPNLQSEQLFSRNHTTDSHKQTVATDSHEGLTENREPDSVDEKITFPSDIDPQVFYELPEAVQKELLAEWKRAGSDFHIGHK
#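 Fluorescent replication assay read twice, at 0 min and 10 min after adding 50 nM (final) substrate. Enzyme (10 nM) and compounds were first incubated 15 min at room temperature; enzyme-free buffer wells were negative controls.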
# Apoferritin bind: candidate novel general anesthetic via apoferritin binding; P02791; apoferritin/1-aminoanthracene competitive binding, fluorescence; Potency, µM (titrated, usually from 77.5 µM), for inactives: at the top dose activity change, negative = displacement, usual class: inhibitors; 350,000 tested, 0.074% active; AID 485281; also: potency is read from the fitted curve at half-maximal effect; % is scaled to controls: 0 for no effect and ±100 for the full control effect; nearly all actives have a fitted effect of over 20% in size
#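 In PBS, apoferritin at 10 uM is loaded with 1-AMA from a 50% saturated solution. After 10 min of compound exposure at ambient temperature, reduced 535 nm fluorescence indicates probe displacement.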
# ERG Ets-DNA blk: ERG Ets/DNA interaction inhibition. P11308. fluorescence polarization, His-ERG Ets domain / labelled DNA. Potency, µM (top dose mostly 76.9 µM), without a hit: at the highest dose FP activity, negative = inhibition, hits mostly inhibitors. 370,000 tested, 0.028% active. AID 624246; active = well fitted inhibition curve with a large enough effect in the polarisation, with a control signal flat; inconclusive = small, poorly fitted or top-dose-only effect, or effect the other way, or a change in a side signal; inactive = no such curve, though single readings can be large or run the other way; the % refers to the polarisation;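 also: polarization taken with two DNA probes labelled with fluorescein and Texas red; potency is read from the fitted curve at half-maximal effect; % of control where 0% means no effect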
#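 His-tagged ERG Ets domain (1 uM in the protein solution; 300mM KCl, 50mM Tris-HCl, 1mM EDTA, 1mM DTT, pH 7.5) received compound, then a probe mix of 5 nM fluorescein-DNA and 100nM Texas-615-DNA. Fluorescence polarization was read for both dyes.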
# BLM helicase inh: blocks DNA unwinding by human BLM helicase; 350,000 tested, 0.2% active; Potency, µM (series often up to 56.1 µM), without a hit: at the top dose activity change, negative = inhibition, most hits filed as inhibitors; recombinant BLM DNA unwinding, fluorescence dequenching; AID 2528;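 also: potency is read from the fitted curve at half-maximal effect; plate controls were vehicle for no effect and no enzyme for full effect; nearly all actives have a fitted effect of over 35% in size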
# APEX1 inh: blocks human APE1 abasic DNA cleavage. P27695. recombinant APE1, TAMRA/BHQ-2 abasic DNA cleavage fluorescence. Potency, µM (top dose mostly 65.8 µM), inactives show top-dose activity change, negative = inhibition, hits mostly inhibitors. 350,000 tested, 0.35% active;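 also: potency is read from the fitted curve at half-maximal effect; plate controls were vehicle for no effect and reference inhibitor for full effect; nearly all actives have a fitted effect of over 55% in size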
# Target sequence (P27695 whole entry, looked up): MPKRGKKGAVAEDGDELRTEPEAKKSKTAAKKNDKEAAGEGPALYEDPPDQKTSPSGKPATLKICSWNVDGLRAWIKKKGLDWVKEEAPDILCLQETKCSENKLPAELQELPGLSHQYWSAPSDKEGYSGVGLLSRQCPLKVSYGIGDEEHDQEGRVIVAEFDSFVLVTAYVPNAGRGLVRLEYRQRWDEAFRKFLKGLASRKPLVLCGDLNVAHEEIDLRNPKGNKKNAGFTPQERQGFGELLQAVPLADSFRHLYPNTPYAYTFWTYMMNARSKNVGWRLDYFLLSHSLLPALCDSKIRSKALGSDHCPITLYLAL
#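 0.75 nM APE1 + cpd, 15 min RT; start w/ 50 nM TAMRA/BHQ-2 THF-abasic dsDNA; kinetic fluor 525/598 nm ×3 reads @60 s; Δ(read3−read1); normalized to DMSO and NSC13755 control wells.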
# TRHR agonist: TRH receptor (human) agonism. P34981. TRHR cells, calcium flux fluo-8, FDSS agonist mode. activation, % at 2 µM. 360,000 tested, 0.18% active; in the data active = activation above about 30%; also: 0% is about no effect
#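 Fluo-8-loaded TRHR cells; 10 s baseline, compound added, kinetic Ca2+ fluorescence read 1/s, agonist mode.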
# ALOX12 inh: blocks human arachidonate 12S-lipoxygenase; P18054; purified 12hLO, xylenol orange hydroperoxide absorbance; Potency, µM (series often up to 108 µM), for inactives: at the top dose activity change, negative = inhibition, actives largely listed as inhibitors; 580,000 tested, 1.1% active; also: potency is read from the fitted curve at half-maximal effect; % is scaled to controls: 0 for no effect and ±100 for the full control effect
#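 Purified human 12hLO (150 nM final) in 25 mM Hepes, 0.01% Triton X-100, pH 7.0 was preincubated 15 min at room temperature with compound. Then 40 uM arachidonic acid was added, 30 min. Hydroperoxide was read by Fe-XO absorbance ratio 573/405 nm.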
# POLK inh: inhibitors of human DNA polymerase kappa. Potency, µM (series often up to 107 µM), inactives show at the top dose activity, negative = inhibition, hits mostly inhibitors. purified Pol kappa, fluorescent DNA synthesis assay, 10 min. 400,000 tested, 0.53% active. Q9UBT6. AID 588579; also: potency is read from the fitted curve at half-maximal effect; % is scaled to controls: 0 for no effect and ±100 for the full control effect
#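 Activity was followed as the change in fluorescence between reads at 0 and 10 min after starting the reaction with 50 nM substrate. Beforehand, 10 nM polymerase had been preincubated with compound for 15 min at room temperature.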
# The depositor's hits bear a star; ? = inconclusive; . = no result given; & = joins results of further samples; [ ] = another dose, or the depositor's remark. Unless noted, calls follow the shape of the dose curve; as a rule, active = well fitted curve in the direction sought with a large enough effect; inconclusive = small, poorly fitted or top-dose-only effect, or another doubt; inactive = no such curve, though single readings can be large; an effect the other way counts as inactive or inconclusive. Only part of the results is shown (hit frequency here may not be typical).
SMILES,POLB inh,Pol iota inh,Apoferritin bind,ERG Ets-DNA blk,BLM helicase inh,APEX1 inh,TRHR agonist,ALOX12 inh,POLK inh
CCN(c1ccccc1)S(=O)(=O)c1cc(NC(=O)C2CC2)ccc1Cl,.,20%,.,-16%,.,1%,.,404%[activator],-2%
C=CCn1c(O)c(C2=c3ccccc3=NC2=O)sc1=Nc1ccc(O)cc1,1%,-5%,-17%,-7%,-3%,-1%,-1.0,?,-6%
Cc1occc1-c1nnc(SCC(=O)Nc2ccc(F)cc2)n1Cc1ccccc1,5%,17%,-12%,-4%,-6%,-7%,0.6,-21%,-9%
O=c1[nH]cnc(O)c1C(c1ccc(F)cc1)c1c(O)nc[nH]c1=O,?,?,0%,0%,-3%,8%,0.4,-4%,-10%
COc1cccc(C2c3[nH]c4ccccc4c3C[C@H]3C(=O)N(c4ccccc4C(=O)N4CCC[C@H]4C(=O)O)C(=O)N23)c1 (some centres not stated),?,-21%,-2%,2%,0%,21%,0.1,-3%,1%
CC(NC(=O)C(=O)NCCc1c[nH]c2ccccc12)c1ccccc1 (configuration not stated),63%,14%,5%,-12%,-6%,33%,-0.8,0%,-9%
Cc1ccc(Nc2ncnc(-n3cccc3)n2)cc1Cl,-21%,18%,-4%,-3%,-4%,-4%,0.9,0%,5%
CCC(=O)Nc1ccc2nc3c(=O)[nH]c(=S)[nH]c3nc2c1,40µM*,?,-2%,-4%,-28%,-38%,1.4,?,45µM*
COC(=O)C1=C(C)N(c2ccccc2)C(=S)NC1c1ccccc1C(F)(F)F (configuration not stated),-11%,-3%,-21%,6%,-12%,-11%,-2.1,?,-8%
COc1ccc(OC)c(NC(=O)/C=C/c2ccccc2[N+](=O)[O-])c1,?,15%,-7%,-3%,-7%,?,0.3,19%,-11%
COCc1ccccc1Cn1cnc2c1c(=O)n(C)c(=O)n2C,0%,4%,-1%,7%,1%,2%,1.4,0%,-4%
CCOC(=O)c1ccc(Nc2nc(-c3cccnc3)nc3ccccc23)cc1,20%,4%,-6%,-6%,2%,-4%,-0.5,-13%,-12%
CCc1ccc(NC(=O)Cn2c(=O)n(CCCC(=O)NCc3ccco3)c(=O)c3ccccc32)cc1,-21%,9%,0%,-1%,-1%,-2%,-1.7,?,-4%
CC1(C)Cc2c(cnn2-c2ccc(F)cc2)C(NC(=O)CCN2CCCCC2=O)C1 (configuration not stated),-20%,?,-6%,10%,-1%,13%,-0.1,13%,-11%
CCCn1c(-c2cccc(F)c2)nc2c1c(=O)[nH]c(=O)n2Cc1ccccc1,0%,11%,-8%,5%,-3%,4%,-0.5,-12%,-9%
COc1cc(C(=O)Nc2ccc(C(C)=O)cc2)c(Br)c(OC)c1OC,19%,2%,-9%,1%,-7%,-5%,-0.6,-13%,-9%
CCOC(=O)c1ccc(NCC(O)COc2ccccc2)cc1 (configuration not stated),-5%,-9%,0%,5%,-5%,-2%,0.6,14%,-14%
O=C(NN1C(=O)c2ccc3c4c(ccc(c24)C1=O)CC3)c1ccc(Br)cc1,3%,5%,-10%,-8%,-5%,11%,-0.1,0%,?
COc1ccc(C2C(C(=O)c3ccco3)=C(O)C(=O)N2CCc2ccccc2)cc1OC (configuration not stated),3%,-11%,?,-5%,-2%,-5%,-0.3,?,-6%
O=C(c1cccc(F)c1)N1CCC2(CCCN(c3cccc(-c4ccccc4)c3)C2)CC1,.,.,.,.,-4%,26%,.,0%[57.4 µM],-5%[60.1 µM]
COc1ccc(OC)c(CNC(=O)CCc2nc(-c3cccs3)no2)c1,0%,?,-3%,-9%,1%,0%,0.3,0%,-5%
COc1ccc(C(=O)N2CCN(CC(=O)N3CCOCC3)CC2)cc1,8%,-15%,-12%,-6%,-1%&7%,-1%,-0.7,0%,-13%
O=C(NC1CC1)C1CCN(C2CCN(C(=O)c3c(F)cccc3Cl)CC2)CC1,5%,28%,0%,28%,-3%,67%[activator],0.5,16%,14%
COc1ccc(-c2cc3nc(-c4ccc(C)cc4)cc(C(F)(F)F)n3n2)cc1,13%,-6%,3%,-2%,-6%,.,-1.2,-3%,-14%
COc1ccc(CCNC(=O)c2n[nH]c3ccccc23)cc1,-1%,52%[activator],-10%,-1%,-1%,-1%,0.1,-5%,-5%
Cc1ccc(S(=O)(=O)N2CCOC2CNC(=O)C(=O)NCCCN2CCOCC2)cc1 (configuration not stated),-10%,17%,-4%,6%,-1%,53%[activator],-0.2,9%,-15%
O=C(NCCCN1CCCCC1)c1ccc2c(c1)NC(=O)C(N1CCOCC1)S2 (configuration not stated),8%,21%,-10%,-4%,0%,1%,0.1,0%,-11%
COc1ccccc1N(CC(=O)NC1CCCC1)C(=O)c1oc(C(C)(C)C)cc1C,-7%,44%[activator],-20%,-10%,-4%,6%,0.7,0%,-7%
Cc1sc2ncn(CC(=O)NCC(=O)N(C)C3CCCCC3)c(=O)c2c1C,6%,13%,-15%,-1%,-5%,?,0.2,5%,-7%
O=c1ccn(Cc2ccccc2)c2ccccc12,-7%,-5%,-8%,0%,0%,-3%,-0.5,1%,1%

# Whole records, quoted from the list. Order of values: POLB inh | Pol iota inh | Apoferritin bind | ERG Ets-DNA blk | BLM helicase inh | APEX1 inh | TRHR agonist | ALOX12 inh | POLK inh
# `COc1ccccc1N(CC(=O)NC1CCCC1)C(=O)c1oc(C(C)(C)C)cc1C` is listed with -7% | 44%[activator] | -20% | -10% | -4% | 6% | 0.7 | 0% | -7%
# `COc1ccc(C(=O)N2CCN(CC(=O)N3CCOCC3)CC2)cc1` is listed with 8% | -15% | -12% | -6% | -1%&7% | -1% | -0.7 | 0% | -13%
# `COc1ccc(OC)c(CNC(=O)CCc2nc(-c3cccs3)no2)c1` is listed with 0% | ? | -3% | -9% | 1% | 0% | 0.3 | 0% | -5%
# `Cc1ccc(S(=O)(=O)N2CCOC2CNC(=O)C(=O)NCCCN2CCOCC2)cc1` (configuration not stated) is listed with -10% | 17% | -4% | 6% | -1% | 53%[activator] | -0.2 | 9% | -15%

# Following part.
SMILES,POLB inh,Pol iota inh,Apoferritin bind,ERG Ets-DNA blk,BLM helicase inh,APEX1 inh,TRHR agonist,ALOX12 inh,POLK inh
NS(=O)(=O)c1ccc(CCNS(=O)(=O)c2ccc(Cl)s2)cc1,.,1%,.,3%,.,17%,.,-2%,-4%
Cc1cc(OCC(=O)NCc2ccccn2)cc(C)c1Br,3%,14%,-8%,.,1%,1%,-0.6,.,-12%
CCCCOc1ccc(C(=O)N2CCN(CCc3ccncc3)CC2)cc1,4%,12%,30%,-4%,1%,.,-2.5,-18%,-15%
Cn1nccc1/C=N\NC(=O)c1ccc(Cl)cc1,43%,25%,-2%,0%,0%,32%,-1.8,?,5%
CCOc1cccc(=O)c2c(C)n(CC(=O)c3ccccc3)c(C)c12,?,?,-24%,8%,-12%,0%,1.8,5%,?
O=C(NCc1ccco1)c1cccc(S(=O)(=O)N2CCCCC2)c1,4%,?,0%,5%,3%,17%,0.1,-20%,-16%
O=c1c2cc(Cl)ccc2[nH]c(=S)n1Cc1ccco1,?,?,-10%,0%,1%,12%,1.5,?,-11%
COc1ccc(NC(=O)N2CC3(CCN(S(C)(=O)=O)CC3)C2)cc1,.,.,.,.,-15%,2%,.,3%[57.4 µM],-3%[60.1 µM]
CCOC(=O)C1(C)C=C(Nc2ccc(C(N)=O)cc2)C(=O)N1c1ccccc1 (configuration not stated),0%,32%[activator],-14%,4%,-3%,.,-1.5,0%,-2%
Cc1cc(C)nc(N2CCN(c3ncnc4c3cnn4Cc3ccc(Cl)cc3Cl)CC2)n1,16%,27%,-6%,-1%,-1%,1%,0.7,.,-14%
Nc1nnc(SCc2nnc(-c3ccccc3)o2)s1,2%,-17%,-2%,3%,2%,2%,0.3,0%,-1%
COc1cccc(NC(=O)CN(C)CC(=O)Nc2ccc(Cl)cc2[N+](=O)[O-])c1,?,40%[activator],?,-3%,-11%,-7%,-0.2,0%,-7%
O=C(CNS(=O)(=O)c1cccs1)N1CCN(c2ccccc2Cl)CC1,12%,15%,3%,-11%,-1%,.,-0.5,-9%,-16%
N/C(Cc1ccc([N+](=O)[O-])cc1)=N\OC(=O)c1ccc(Br)cc1,14%,21%,-16%,-9%,-10%,-4%,-0.2,-3%,3%
Cc1ccc(C(=O)Nc2ccccc2Sc2ccccc2)cc1,-1%,108%[activator],3%,-18%,-1%,-3%,0.4,7%,-2%
Cc1nc2c(Br)c(C)nn2c2c1CCC2,11%,142%[activator],-2%,-7%,-3%,?,-0.2,0%,-7%
O=C(CN1CCN(c2ccccc2F)CC1)c1c[nH]c2ccccc12,14%,-9%,-7%,-1%,-4%,-1%,0.5,-6%,5%
CC(C)c1ccc(NC2CCCN(C(=O)CCc3cn[nH]c3)C2)cc1 (configuration not stated),92%,9%,-12%,-4%,2%,3%,0.5,-13%,0%
CS(=O)(=O)c1ccccc1C(=O)Nc1nc2ccccc2[nH]1,1%,?,29%,8%,-1%,3%,0.3,11%,-13%
CCOc1ccc(/C(O)=C2\C(=O)C(=O)N(c3cc(C)on3)C2c2ccccc2OC)cc1 (configuration not stated),-12%,9%,-9%,1%,0%,2%,-0.3,-16%,-13%
COc1ccccc1C(=O)COC(=O)c1ccccc1O,-15%,25%,?,1%,-4%,1%,-0.7,-6%,2%
CC(C)n1nnnc1C(c1ccc(F)cc1)N1CCN(C2CCCC2)CC1 (configuration not stated),11%,8%,-7%,-2%,1%,13%,0.3,?,-7%
CCOC(=O)c1c(NC(=O)CS(=O)(=O)c2ccc(Cl)cc2)sc2c1CCCC2,-3%,2%,-9%,-6%,-6%,.,0.6,?,1%[60.1 µM]
Cc1ccc2[nH]c(C(=O)N/N=C/c3ccc([N+](=O)[O-])cc3)c(C)c2c1,38%,-1%,2%,1%,-2%,0%,-0.1,2%,2%
